HP1b binding inh = HTS for Inhibitors of HP1-beta Chromodomain Interactions with Methylated Histone Tails | Chromobox protein homolog 1 (Homo sapiens), P83916 | AlphaScreen HP1-beta / biotin-H3K9me3 peptide binding | Potency, µM (series often up to 114 µM), for the others: at the highest dose activity change, negative = inhibition, most hits filed as inhibitors | 390,000 tested, 0.56% active; note: potency is the fitted concentration of half-maximal effect; nearly all actives have a fitted effect of over 70% in size; inactives centre near 23
Target sequence (P83916 whole entry, looked up): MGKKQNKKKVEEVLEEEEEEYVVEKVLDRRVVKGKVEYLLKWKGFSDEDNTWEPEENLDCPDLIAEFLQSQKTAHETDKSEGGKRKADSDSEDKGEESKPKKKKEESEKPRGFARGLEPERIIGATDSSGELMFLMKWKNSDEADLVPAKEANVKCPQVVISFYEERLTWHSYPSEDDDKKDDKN
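Compound inhibition of the preformed complex between 50 nM HP1-beta and 50 nM biotinylated H3K9me3 peptide was read by AlphaScreen. Buffer was PBS pH 7.4 with 0.01% Tween-20. Incubations ran 30 min at room temperature, with 10 ug/mL donor/acceptor beads.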
PGK inhibitor = qHTS Assay to Find Inhibitors of Phosphoglycerate Kinase. Phosphoglycerate kinase, glycosomal (Trypanosoma brucei brucei), P07378. PGK/GAPDH coupled, Kinase-Glo luminescence, 60 min. Potency, µM (series often up to 57.5 µM), without a hit: at the highest dose activity change, negative = inhibition, usual class: inhibitors. 380,000 tested, 0.043% active. AID 602233, 2012; note: potency is the fitted concentration of half-maximal effect; % is set by controls: 0 for no effect and ±100 for the full control effect; nearly all actives have a fitted effect of over 60% in size
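Recombinant glycosomal PGK reaction used 1,3-bisphosphoglycerate generated in-well by GAPDH (100nM final) in 100mM TEA pH 7.6, 5mM MgCl2, 0.01% Tween-20. After 60 minutes at room temperature, ATP was read by Kinase-Glo Plus luminescence end-point.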
GLS inh = qHTS for Inhibitors of Glutaminase (GLS); Glutaminase kidney isoform, mitochondrial (Homo sapiens), O94925; GLS enzymatic activity, qHTS titration; Potency, µM (doses to about 45.5 µM), for inactives: at the top dose activity change, negative = inhibition, hits mostly inhibitors; 410,000 tested, 0.21% active; note: potency is the fitted concentration of half-maximal effect; % is set by controls: 0 for no effect and ±100 for the full control effect
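Glutamate formation by hKGA was monitored fluorometrically using coupled glutamate oxidase, HRP and Amplex Red. Substrate was added as 1 mM L-glutamine solution; incubation was 30 min at RT after an initial read.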
PI4K2A inh = qHTS for small molecular inhibitors of PI4K2A. purified PI4K2A, ADP-Glo luminescence, 1 h; hits give low values. activity change, negative = inhibition, % at 76.9 µM. 420,000 tested, 0.13% active. AID 1346378, 2018; in the data active = activity change below about -50%; inconclusive = mostly about -30% to -49%;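 note: -100% = wells without enzyme as full effect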
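ADP-Glo luminescence measured ADP generated by PI4K2A enzyme (4 ug/mL before mixing) with 1.2 mM PI substrate (pre-mix) and 300 microM ATP (pre-mix). Tris pH7.5 buffer with MgCl2, Triton X-100; 1 h reaction at ambient temperature.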
TrxR1 substrate = qHTS Assay for Substrates of Mammalian Selenoprotein Thioredoxin Reductase 1 (TrxR1): qHTS; purified TrxR1 substrate turnover, NADPH consumption readout; 390,000 tested, 0.01% active; Thioredoxin reductase 1, cytoplasmic (Rattus norvegicus), O89049; AID 588456, 2011; Potency, µM (doses to about 114 µM), without a hit: top-dose activity change, negative = substrate turnover; note: potency is the fitted concentration of half-maximal effect; % is set by controls: 0 for no effect and ±100 for the full control effect; nearly all actives have a fitted effect of over 50% in size
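Rat TrxR1, dispensed at 90 nM, was prereduced with 400 uM NADPH (final) for 5 min at ~22 deg C, then incubated with compound 15 min before 400 uM selenite. A first-read NADPH fluorescence drop versus no-compound background flagged substrates.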
Pin1 inhibitor = qHTS Assay to Find Inhibitors of Pin1. Peptidyl-prolyl cis-trans isomerase NIMA-interacting 1 (Homo sapiens), Q13526. Pin1 FP peptide displacement, HiFluor488, 10 min. Potency, µM (highest dose often 115 µM), inactives show at the top dose activity, negative = inhibition, usual class: inhibitors. 390,000 tested, 0.009% active. AID 504891, 2011; active = well fitted inhibition curve with a large enough effect in the polarisation, with a control signal flat, not every such curve was filed as active; inconclusive = small, poorly fitted or top-dose-only effect, or effect the other way, or a change in a side signal; inactive = no such curve, though single readings can be large or run the other way; the % refers to the polarisation; note: potency is the fitted concentration of half-maximal effect; % is set by controls: 0 for no effect and ±100 for the full control effect
Target sequence (Q13526 whole entry, looked up): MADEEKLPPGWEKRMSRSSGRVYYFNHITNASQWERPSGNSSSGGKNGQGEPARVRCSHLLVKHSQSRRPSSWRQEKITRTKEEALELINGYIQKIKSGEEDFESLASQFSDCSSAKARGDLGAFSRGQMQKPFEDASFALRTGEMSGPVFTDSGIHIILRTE
TrxR1 inh = qHTS Assay for Inhibitors of Mammalian Selenoprotein Thioredoxin Reductase 1 (TrxR1): qHTS. 390,000 tested, 1% active. recombinant rTrxR1, NADPH fluorescence consumption, selenite substrate. Potency, µM (titrated, usually from 114 µM), inactives show at the top dose activity change, negative = inhibition, usual class: inhibitors. AID 588453, 2011; note: potency is the fitted concentration of half-maximal effect; % is set by controls: 0 for no effect and ±100 for the full control effect; nearly all actives have a fitted effect of over 65% in size
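Rat TrxR1 (90 nM in the dispensed reagent) was pre-reduced with 400 uM NADPH for 5 min at room temperature, then incubated with compound for 15 min. After 400 uM selenite was added, NADPH fluorescence (Ex 340/Em 450 nm) was followed for 8 min.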
USP1-UAF1 inh = Inhibitors of USP1/UAF1: Primary Screen | Ubiquitin carboxyl-terminal hydrolase 1 (Homo sapiens), O94782 | recombinant USP1/UAF1, Ub-Rhodamine cleavage fluorescence | Potency, µM (highest dose often 57.1 µM), for the others: at the highest dose activity change, negative = inhibition, most hits filed as inhibitors | 390,000 tested, 0.23% active; note: potency is the fitted concentration of half-maximal effect; % is set by controls: 0 for no effect and ±100 for the full control effect; nearly all actives have a fitted effect of over 60% in size; inactives centre near -12
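1 nM enzyme complex + cpd, 15 min RT; start with Ub-Rho 150nM final; kinetic fluorescence ex 480/em 540, 6 reads q60 s. Buffer 50mM HEPES pH 7.8, 0.5mM EDTA, 0.1 mg/ml BSA, 1mM TCEP, 0.01% Tween-20.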
IDH1 R132H inh = qHTS for Inhibitors of mutant isocitrate dehydrogenase 1 (IDH1): qHTS; IDH1-R132H enzyme, NADPH consumption, diaphorase/resazurin fluorescence; 390,000 tested, 0.093% active; Potency, µM (titrated, usually from 76.6 µM), without a hit: at the highest dose activity change, negative = inhibition, hits mostly inhibitors; Isocitrate dehydrogenase [NADP] cytoplasmic (Homo sapiens), O75874; note: potency is the fitted concentration of half-maximal effect; % is set by controls: 0 for no effect and ±100 for the full control effect; nearly all actives have a fitted effect of over 65% in size
Target sequence (O75874 whole entry R132H, stated change not applied): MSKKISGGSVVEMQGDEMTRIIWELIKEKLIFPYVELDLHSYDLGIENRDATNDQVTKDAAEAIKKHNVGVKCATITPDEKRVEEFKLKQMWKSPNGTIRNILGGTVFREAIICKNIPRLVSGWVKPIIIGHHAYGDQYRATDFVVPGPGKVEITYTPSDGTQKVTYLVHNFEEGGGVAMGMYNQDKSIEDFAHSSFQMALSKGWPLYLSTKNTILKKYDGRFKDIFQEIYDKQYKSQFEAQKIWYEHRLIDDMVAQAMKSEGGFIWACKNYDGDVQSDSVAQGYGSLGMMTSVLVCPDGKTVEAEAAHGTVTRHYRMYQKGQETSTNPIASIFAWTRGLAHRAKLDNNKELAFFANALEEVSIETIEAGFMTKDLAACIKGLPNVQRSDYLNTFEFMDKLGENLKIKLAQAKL
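IDH1-R132H (0.5 ug/mL dispensed) in pH 7.5 Tris buffer was preincubated 30 min with compound, then given a substrate mix of 0.016 mM NADPH and 2 mM alpha-KG for 80 min at room temperature; remaining NADPH was read by diaphorase/resazurin fluorescence.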
Numbers without * were called inactive; i = inactive; ? = inconclusive; / = not tested or not shown; [ ] = another dose, or the depositor's remark. Unless noted, calls come from the whole dose curve; as a rule, active = well fitted curve in the direction sought with a large enough effect; inconclusive = small, poorly fitted or top-dose-only effect, or another doubt; inactive = no such curve, though single readings can be large; an effect the other way counts as inactive or inconclusive. This is a subset, so the mix of outcomes need not match the whole.

SMILES	HP1b binding inh	PGK inhibitor	GLS inh	PI4K2A inh	TrxR1 substrate	Pin1 inhibitor	TrxR1 inh	USP1-UAF1 inh	IDH1 R132H inh
O=C(COc1ccccc1[N+](=O)[O-])N1CCC(Cc2ccccc2)CC1	-21%	-2%	2%	3	4%[57.1 µM]	2%	20%	-21%	-4%
Cc1ccc(CS(=O)Cc2ccc(C(=O)NC3CCCCC3)o2)cc1 (configuration not stated)	39%[activator]	5%	4%	-3	3%	6%	?	-9%	0%
CCOc1ccc2nc(NC(=O)C3CCN(S(=O)(=O)c4cnc[nH]4)CC3)sc2c1	7%	i	-6%	4	-6%	-2%	20%	-5%	-19%
CCOC(=O)N(C)C[C@H]1OCc2cn(nn2)CCCC(=O)N([C@H](C)CO)C[C@@H]1C	/	8%	0%	0	/	/	/	-34%	-4%
O=C(COc1ncnc2ccc(Br)cc12)Nc1ccc(N2CCOCC2)cc1	9%	0%	26%	-3	1%	-3%	11%	-11%	4%
O=C(NCCc1c[nH]c2ccccc12)/C(=C\c1cccnc1)NC(=O)c1ccccc1Br	10%	-6%	8%	-5	0%	4%	22%	2%	-2%
O=C(CSCc1ccco1)NC1CCCC1	13%	7%	21%	0	-6%	-4%	-17%	-11%	0%
O=C(Cn1nc2n(c1=O)-c1ccccc1SC2)N/N=C/c1ccncc1	33%	i	1%	-3	7%[57.1 µM]	2%	13%	-5%	5%
CCOc1ccc(-c2nc(CSCC(=O)NC3CC3)c(C)o2)cc1	23%	0%	2%	2	18%	3%	21%	-9%	0%
COc1ccc(/C=C(/NC(=O)c2ccccc2Cl)C(=O)O)cc1	21%	-9%	13%	3	-6%	-2%	2%	-12%	1%
CCOC(=O)N1CCN(C(=O)c2ccc(CS(=O)(=O)c3c(Cl)cccc3Cl)o2)CC1	58%[activator]	-1%	-7%	-3	4%	-2%	6%	?	11%
COc1cc(C2C3C(C)N(C)C(=O)N(C)C3N(C)C(=O)N2C)ccc1O (configuration not stated)	40%[activator]	4%	7%	1	3%	1%	-1%	-14%	2%
Nc1nc(-c2ccccc2)ns1	19%	0%	1%	9	6%[11.4 µM]	3%	9%[11.4 µM]	-11%	-3%
Cn1c(SCC(=O)N2CCCC2)nc2cccnc21	31%	3%	-12%	-5	11%[11.4 µM]	-8%	21%	-11%	6%
CCOc1cccc(N(C(=O)CNC(=O)c2ccco2)C(C(=O)NCC2CCCO2)c2ccccc2)c1 (configuration not stated)	13%	9%	-2%	0	11%[57.1 µM]	-3%	29%[57.1 µM]	-19%	14%
CC(Oc1ccc(C(=O)c2ccccc2)cc1)C(=O)N1CCOCC1 (configuration not stated)	22%	-6%	-1%	0	-3%	-1%	8%	-13%	4%
Cc1cc(NC(=O)CSc2nnc(-c3c[nH]c4ccccc34)n2-c2ccc(F)cc2)no1	43%[activator]	-9%	-8%	8	-2%[57.1 µM]	-5%	9%[57.1 µM]	-11%	14%
O=C(Nc1nc2ccccc2n1CCN1CCOCC1)c1cn(-c2ccccc2)nc1-c1ccccc1	3%	7%	2%	3	11%[57.1 µM]	4%	18%[57.1 µM]	-12%	5%
Cn1c(=O)c(/C(N)=N/OC(=O)c2ccccc2)cn(-c2ccccc2)c1=O	8%	-11%	-6%	-2	6%[57.1 µM]	11%	-7%[57.1 µM]	7%	5%
O=C(CSc1ccc(-c2ccco2)nn1)NC1CCCC1	29%	0%	11%	-1	0%[57.1 µM]	0%	-33%[57.1 µM]	0%	4%
Cc1ccc(-n2nc(C)c3c(C)cc(=O)n(CC(=O)NCc4ccc(OC(C)C)cc4)c32)cc1	-9%	i	-3%	0	-7%[57.1 µM]	4%	-10%[57.1 µM]	7%	17%
CC(=O)CCC(=O)c1ccc2ccccc2c1	9%	-2%	7%	4	24%	0%	6%	-13%	-7%
CN(c1ccccc1)c1ncnc2c1ncn2C	34%	5%	-3%	-3	11%[57.1 µM]	2%	11%[57.1 µM]	-19%	4%
O=C(Cn1cncn1)NCCCc1ccccc1	56%[activator]	-2%	-8%	1	1%[57.1 µM]	-3%	-11%[57.1 µM]	5%	-12%
Cc1ccc(NC(=O)C2CCN(S(=O)(=O)c3ccc4c(c3)oc(=O)n4C)CC2)cc1	21%	0%	-6%	-1	4%	-1%	24%	-25%	-15%
N#Cc1ccccc1Sc1ccccc1C(=O)Nc1ccccc1	9%	-5%	9%	-1	0%	3%	14%[57.1 µM]	-14%	3%
O=C(CCCC(=O)N1CCN(c2ccccc2F)CC1)N1CCN(c2ccccc2F)CC1	29%	-3%	7%	15	-5%	-4%	1%	-24%	5%
O=C(Cc1csc(-c2ccccc2)n1)NCc1ccc(F)cc1	36%	-7%	-16%	14	-1%[57.1 µM]	7%	6%[57.1 µM]	-17%	1%
Cc1c(Cl)cccc1NC(=O)CCN1CCC(C(N)=O)CC1	32%[activator]	-8%	-10%	1	-8%	-5%	0%	-23%	9%
COc1ccc2c(c1)C(C)=CC(C)(C)N2S(=O)(=O)c1ccc(Br)cc1	54%[activator]	-10%	-1%	2	-2%[57.1 µM]	-3%	8%[57.1 µM]	-28%	7%
CC1=CC(=O)C(Sc2ccc(C)cc2)=CC1=O	/	i	?	3	/	/	/	?	12%
CCCc1n(CC)c2ccccc2[n+]1CC(O)COC1CCCCC1 (configuration not stated)	7%	-8%	3%	-5	5%[57.1 µM]	-4%	18%[57.1 µM]	-20%	1%
COc1ccc(-c2nc3ccc(NS(C)(=O)=O)cc3o2)cc1	20%	/	-12%	0	13%	23%	18%	-6%	/
CNCc1cc(C)n(-c2cc(S(=O)(=O)N3CCOCC3)ccc2N2CCCC2)c1C	/	0%	-7%	5	/	/	/	?	-1%
Cn1cccc1C1CCCN1CC(=O)Nc1ccc(F)c(F)c1F (configuration not stated)	-20%	-2%	-3%	-1	-2%	1%	3%	-18%	3%
Nc1nc(SCc2ccc(Cl)cc2Cl)ns1	3%	-5%	-1%	1	-6%[57.1 µM]	-3%	12%[57.1 µM]	4%	11%
Clc1ccccc1-c1ncnc2ccc(Br)cc12	60%[activator]	i	0%	-6	0%[57.1 µM]	-12%	-1%[57.1 µM]	-9%	-2%
CCOC(=O)/C(=N\Nc1cc(Cl)ccc1Cl)N1CCN(C)CC1	11%	-5%	?	1	11%[57.1 µM]	3%	11%[57.1 µM]	-17%	3%
COC(=O)Cn1c(=N)n(CCN2CCCCC2)c2ccccc21	15%	-4%	6%	2	9%[57.1 µM]	1%	12%[57.1 µM]	-12%	-1%
COc1ccc(CNC(=O)CSc2nnc(NC(=O)C3CC3)s2)cc1	23%	-3%	-8%	1	-5%	13%	4%	-9%	-4%
CCCCn1c(C)cc(/C=C(\C#N)C(=O)O)c1C	2%	2%	13%	-4	-27%	-1%	-33%	-4%	-3%
CNC(=O)N(C1=NCCCCC1)c1ccc(Br)cc1	34%	-2%	-2%	-3	1%[11.4 µM]	1%	-2%[11.4 µM]	-22%	2%
CC(O)CNc1nc2c(c(=O)n(Cc3cccc(Cl)c3)c(=O)n2C)n1C (configuration not stated)	19%	11%	0%	-3	4%	-4%	13%	-20%	-6%
CC1CC(C)CN(C(=O)COC(=O)CNS(=O)(=O)/C=C/c2ccccc2)C1 (configuration not stated)	55%[activator]	-1%	-7%	1	-8%	-6%	-4%	-12%	4%
COc1ccc(N2CCN(C(=O)COc3ccc4c(C)c(C)c(=O)oc4c3C)CC2)cc1	31%	-5%	1%	-3	8%	-11%	30%	-25%	5%
Cc1cc(NC(=O)c2ccc(-c3ccc(Cl)cc3)o2)cc(-c2nc3ncccc3o2)c1O	31%	2%	7%	-1	4%[11.4 µM]	-3%	13%	-28%	-3%
Nc1cc(N2CCCC2)ccc1[N+](=O)[O-]	0%	2%	7%	-5	-3%[57.1 µM]	4%	-13%[57.1 µM]	-10%	6%
O=C(CSc1ncc(-c2ccccc2)[nH]1)Nc1cccc(Br)c1	-18%	5%	6%	-2	-10%	?	-3%	-20%	0%
CCN1CCN(C(c2ccccn2)c2c(NC(=O)c3ccccc3)sc(C)c2C)CC1 (configuration not stated)	-29%	i	-7%	3	2%[57.1 µM]	-7%	5%[57.1 µM]	-7%	-2%

Bioassay records as filed in PubChem.
